GPR151 activ: activators of human GPR151; Q8TDV0; PathHunter beta-arrestin GPR151 cells, luminescence; activation, % at 11.2 µM; actives 1% (n = 650,000); AID 1508602; in the data active = activation above about 4.9%;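 also: 0% = median of compound wells and 100% = cells with positive control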
Target sequence (Q8TDV0 whole entry, looked up): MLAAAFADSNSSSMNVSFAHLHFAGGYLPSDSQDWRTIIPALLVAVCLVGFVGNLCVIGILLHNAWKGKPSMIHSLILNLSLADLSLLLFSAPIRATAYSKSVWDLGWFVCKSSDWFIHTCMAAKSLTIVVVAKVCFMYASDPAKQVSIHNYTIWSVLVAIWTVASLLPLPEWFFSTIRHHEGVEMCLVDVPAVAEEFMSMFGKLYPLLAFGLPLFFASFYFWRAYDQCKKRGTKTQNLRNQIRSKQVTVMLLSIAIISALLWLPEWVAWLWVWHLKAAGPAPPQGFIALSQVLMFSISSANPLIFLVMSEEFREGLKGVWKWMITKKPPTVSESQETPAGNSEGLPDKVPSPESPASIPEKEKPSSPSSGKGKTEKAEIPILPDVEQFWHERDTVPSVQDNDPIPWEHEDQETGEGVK
TEAD-YAP block: TEAD-YAP interaction inhibition. HEK-TIYL cells, TEAD-Gal4/YAP UAS-luciferase luminescence. inhibition, % at 9.12 µM. actives 1.4% (n = 640,000); in the data active = inhibition above about 32%;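 also: 0% = median of test compound wells and 100% = reference inhibitor wells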
FBW7 activator: human FBW7 E3 ligase activation, primary screen; actives 0.13% (n = 650,000); AlphaScreen FBW7–phospho-cyclin E peptide binding, activator screen; normalized activity (activation), % at 26.1 µM; Q969H0; in the data active = normalized activity above about 1.9%;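 also: purified mutant Fbw7 with reduced substrate affinity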
Target sequence (Q969H0 whole entry, looked up): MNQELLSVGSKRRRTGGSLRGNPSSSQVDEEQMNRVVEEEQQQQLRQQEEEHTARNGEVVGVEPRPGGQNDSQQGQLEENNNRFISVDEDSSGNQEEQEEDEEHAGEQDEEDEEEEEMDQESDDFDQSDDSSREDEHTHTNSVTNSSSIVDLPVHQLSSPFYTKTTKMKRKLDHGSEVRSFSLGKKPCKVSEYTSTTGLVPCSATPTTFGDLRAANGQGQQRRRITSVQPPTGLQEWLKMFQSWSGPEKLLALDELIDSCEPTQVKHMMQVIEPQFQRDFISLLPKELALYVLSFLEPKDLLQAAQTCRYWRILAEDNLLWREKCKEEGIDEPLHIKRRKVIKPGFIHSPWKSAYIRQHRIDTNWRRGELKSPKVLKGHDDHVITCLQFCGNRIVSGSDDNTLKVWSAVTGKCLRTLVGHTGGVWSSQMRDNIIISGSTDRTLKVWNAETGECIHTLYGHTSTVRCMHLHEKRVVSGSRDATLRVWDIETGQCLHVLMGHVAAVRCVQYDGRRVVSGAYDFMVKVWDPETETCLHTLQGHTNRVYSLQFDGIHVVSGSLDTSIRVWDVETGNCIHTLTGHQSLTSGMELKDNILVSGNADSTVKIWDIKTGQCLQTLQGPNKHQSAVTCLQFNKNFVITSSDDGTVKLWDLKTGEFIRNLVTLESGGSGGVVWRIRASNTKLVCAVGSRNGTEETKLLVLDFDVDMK
MITF inh: blocks human microphthalmia-associated transcription factor; actives 0.91% (n = 650,000); AlphaScreen MITF homodimerization, bead proximity signal; inhibition, % at 2.6 µM; O75030; AID 1259374; in the data active = inhibition above about 50%;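 also: 0% = vehicle wells with protein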
* hit, by the source's call; · = not tested or not shown; & = joins results of further samples.

SMILES	GPR151 activ	TEAD-YAP block	FBW7 activator	MITF inh
CCC(Sc1ccccc1C(=O)O)C(=O)O (stereo unspecified)	-0.3	11	0.0	11
CCOC(=O)N1CCN(c2c(N3CCCC(C)C3)c(=O)c2=O)CC1 (stereo unspecified)	-0.3	-1	0.2	5
Cc1ccc(S(=O)(=O)NCc2ccc(C(=O)n3ccnc3)cc2)cc1	-0.2	-6	-0.2	-1
COc1ccc(NC(=O)NNC(=O)c2ccccc2I)cc1OC	-0.7	3	0.1	14
CCC1=NN(C(=O)c2ccc([N+](=O)[O-])cc2)C(O)(c2ccncc2)C1 (stereo unspecified)	0.6	-3	0.7	16
COc1cc(OC)cc(C(=O)N2CCN(Cc3ccc(C(F)(F)F)cc3)CC2)c1	-0.3	6	0.4	52*
O=C(Cn1cc([N+](=O)[O-])nc1[N+](=O)[O-])Nc1cc(Oc2ccccc2)cc([N+](=O)[O-])c1	1.1	17	0.1	12
Cc1cc2c(cc1C)N(C(=O)CN1C(=O)c3ccccc3C1=O)C(C)(C)c1ssc(=S)c1-2	-0.3	2	-0.5	26
CC1(c2ccc(OC(F)F)cc2)NC(=O)N(N)C1=O (stereo unspecified)	1.0	8	0.1	3
CCCCC/C=C\C/C=C\C/C=C\C=C\C(=O)CCCC(=O)O	-0.2	·	·	-4
CC(=O)c1ccc(C(=O)Nc2nc(-c3ccc(C)cc3)cs2)cc1	0.2	8	-0.1	-6
CN1N=C(C(=O)N2CCc3c([nH]c4ccccc34)C2c2c(F)cccc2Cl)CCC1=O (stereo unspecified)	-0.6	-22	-0.2	9
COc1ccccc1N1CCN(C(=O)CCCCCn2c(=S)[nH]c3ccccc3c2=O)CC1	-0.7	15	0.0	3
Cc1ccc(Cn2c(CN3CC(C)CC(C)C3)nc3c2c(=O)n(C)c(=O)n3C)cc1 (stereo unspecified)	1.1	0	0.0	-7
CC(=NCc1ccccc1Cl)C1=C(O)c2ccccc2C1=O	0.8	4	-0.1	12
COc1ccccc1N1CCN(C(=O)c2cnn3c(C)c(Cc4cccc(Cl)c4)c(C)nc23)CC1	-0.2	4	0.0	2
CCCSc1nsc(NC(=O)CC)n1	1.0	-3	0.7	9
N#CCN1CCN(CC(=O)c2ccc(Br)cc2)CC1	-1.6	6	-0.1	3
Cc1cccc(NC(=O)c2ccc(Br)o2)c1C	0.2	-9	0.1	7
Cc1ccc2c(c1)c1c3n2C=CNC3CCC1 (stereo unspecified)	0.2	0	0.4	-4
Cc1ccc(/C=C/C(=O)O)cc1S(=O)(=O)N1CCc2ccccc2C1	0.7	1	0.1	-6
CS(=O)(=O)c1ccc2nc(NC(=O)c3ccco3)sc2c1	-3.6	-19	-0.1	12
CCNC(=O)C/C(C)=N/NC(=O)C(=O)Nc1ccc(CC)cc1	-0.3	-7	0.1	10
CCN(CC)S(=O)(=O)c1ccc2oc(C(=O)NCc3ccc(F)cc3)c(C)c2c1	0.7	13	0.8	-2
CCOC(=O)c1sc(NC(=O)C(CC)Sc2nccn2C)nc1C (stereo unspecified)	-1.2	-10	-0.1	6

Record cards, from the list above. Values in the order: GPR151 activ, TEAD-YAP block, FBW7 activator, MITF inh
CCCSc1nsc(NC(=O)CC)n1 across the screens: 1.0, -3, 0.7, 9
CS(=O)(=O)c1ccc2nc(NC(=O)c3ccco3)sc2c1 across the screens: -3.6, -19, -0.1, 12

The main list resumes, starting 6 compounds before the break.
SMILES	GPR151 activ	TEAD-YAP block	FBW7 activator	MITF inh
Cc1ccc2c(c1)c1c3n2C=CNC3CCC1 (stereo unspecified)	0.2	0	0.4	-4
Cc1ccc(/C=C/C(=O)O)cc1S(=O)(=O)N1CCc2ccccc2C1	0.7	1	0.1	-6
CS(=O)(=O)c1ccc2nc(NC(=O)c3ccco3)sc2c1	-3.6	-19	-0.1	12
CCNC(=O)C/C(C)=N/NC(=O)C(=O)Nc1ccc(CC)cc1	-0.3	-7	0.1	10
CCN(CC)S(=O)(=O)c1ccc2oc(C(=O)NCc3ccc(F)cc3)c(C)c2c1	0.7	13	0.8	-2
CCOC(=O)c1sc(NC(=O)C(CC)Sc2nccn2C)nc1C (stereo unspecified)	-1.2	-10	-0.1	6
CCOC(=O)c1ccc(CN(Cc2ccc(C)cc2)S(=O)(=O)c2c(C)cc(C)cc2C)cc1	-0.7	4	-0.1	11
COc1ccc(NC(=O)c2ccc(C(=O)Nc3ccc(OC)cc3)cc2)cc1	-0.7	2	-0.1	9
CCC(CO)NC(=O)c1cnc2sc3ccccc3n2c1=O (stereo unspecified)	-1.4	-15	-0.1	-3
CNC(=O)c1ccccc1NC(=O)c1ccco1	-0.4	0	-0.1	4
COc1ccc(C(=O)Nc2ccc(I)cn2)cc1	1.3	-106	-0.1	-1
CCCNc1nc(-c2cccc(C(C)=O)c2)nc2c1ncn2-c1ccccc1	-0.1	9	0.1	2
CN(C)Cc1cnc(Nc2ccc(N3CCOCC3)cc2)cc1Nc1ccccc1C#N	1.1	3	-0.6	0
CCOC(=O)c1cc(-c2ccccc2)sc1NC(=O)CCN1CCN(CC)CC1	2.2	2	0.1	-6
COc1ccc(Cl)cc1NC(=O)c1cc(S(=O)(=O)NCCc2ccc(Cl)cc2)ccc1F	-0.8	-5	0.3	16
CC(=O)C1=C(c2ccccc2)NC(=S)NC1c1cc(Cl)ccc1OCC(=O)O (stereo unspecified)	-2.0	9	0.4	15
CCOC(=O)C1=C(C)n2c(s/c(=C/c3cccc([N+](=O)[O-])c3)c2=O)=NC1c1ccc(O)c(OC)c1 (stereo unspecified)	0.9	2	0.1	17
COc1cc(/C=C/C(=O)c2cc3cc([N+](=O)[O-])ccc3oc2=O)cc(OC)c1OC	0.0	11	0.8	5
CCCC(=O)NC(c1ccc(SC)cc1)c1ccc2cccnc2c1O (stereo unspecified)	-0.6	82*	-0.9	15
CCc1ccccc1Nc1nc(N)nc(CN(C)Cc2cccs2)n1	3.3	9	-0.4	-7
CN1CCN(c2ccc(CN3CCS(=O)(=O)CC3)cc2)CC1	-2.5	6	0.6	4
C=C(C)Cn1c(NCCCOCC)nc2c1c(=O)n(C)c(=O)n2C	0.3	-2	0.9	10
O=C(O)CCNc1ncnc2c1oc1ccccc12	0.3	1	0.2	18
COc1ccc(S(=O)(=O)N(C)CC(=O)N2CCCCC2)cc1Cl	1.0	-3	0.0	7
c1cc(Nc2ccc(N3CCOCC3)cc2)nc(N2CCOCC2)n1	-0.4	-17	0.0	1
O=C1NC(=O)N(c2ccc3c(c2)OCO3)C(=O)/C1=C/c1ccc(Br)cc1	2.0	-2	-0.1	-6
O=C(Nc1nc(-c2ccc(Br)s2)cs1)c1cc(=O)c2ccccc2o1	1.1	3	-0.2	-16
Cc1ccccc1CN1CCN(S(=O)(=O)c2ccc(Cl)cc2)CC1	-0.9	-27	-0.1	53*
COc1ccccc1Nc1nc2cc(Cl)ccc2o1	-6.4	-67	-0.2	4
NC(=O)c1c(NC(=O)CSc2nc3ccccc3s2)sc2c1CCC2	0.0	5	0.1	8
COc1cc(NC(C)CCCN)c2ncccc2c1 (stereo unspecified)	-9.8&-7.7&0.1&-8.2	-2	0.0&-0.1&0.0	2&0&36

Grouped by structure, the compounds so far containing a thiophene ring, fused or not.
SMILES	GPR151 activ	TEAD-YAP block	FBW7 activator	MITF inh
CCOC(=O)c1cc(-c2ccccc2)sc1NC(=O)CCN1CCN(CC)CC1	2.2	2	0.1	-6
CCc1ccccc1Nc1nc(N)nc(CN(C)Cc2cccs2)n1	3.3	9	-0.4	-7
O=C(Nc1nc(-c2ccc(Br)s2)cs1)c1cc(=O)c2ccccc2o1	1.1	3	-0.2	-16
NC(=O)c1c(NC(=O)CSc2nc3ccccc3s2)sc2c1CCC2	0.0	5	0.1	8

The results go on.
SMILES	GPR151 activ	TEAD-YAP block	FBW7 activator	MITF inh
O=C(Cn1cnc2c(nnn2-c2cccc(F)c2)c1=O)NC1CCCC1	-0.3	-7	0.2	-9
COc1ccc(N2CCN(C(=O)c3ccc(Sc4ccc(Br)cc4)c([N+](=O)[O-])c3)CC2)cc1	-1.7	-13	0.0	-4
CCCOc1ccccc1C1Oc2nc(SC)nnc2-c2ccccc2N1C(=O)CC (stereo unspecified)	2.6	3	0.7	9
COc1ccc2[nH]c3c(=O)n(CCCCC(=O)NC(C)C)c(=S)[nH]c3c2c1	0.5	0	0.6	9
O=C(Nc1ccncc1NC(=O)C1CC1)C1CC1	2.1	1	0.0	-17
CCC1CCCCN1C(=O)c1cc2n(n1)C(C(F)(F)F)CC(c1ccc(Cl)cc1)N2 (stereo unspecified)	-1.3	6	0.2	-7
CCCC(=O)N(c1ccc(OC)cc1)S(=O)(=O)c1ccccc1	1.6	-4	-0.1	-4
Cc1cc(C)cc(C(=O)N(C)C2CCS(=O)(=O)C2)c1 (stereo unspecified)	-0.9	-7	-0.2	-2
CCn1c(=O)cc(OCC(=O)N(C)c2ccc(C)c(C)c2)c2ccccc21	-0.4	18	0.0	4
COc1ccccc1C(=O)CSc1nnc(-c2ccncc2)n1C	-0.1	0	0.0	5
COCCCNC(=O)c1cc2c(=O)[nH]c3ccccc3c2s1	-0.5	-5	0.4	19
CCCCc1ccc(-n2nnnc2SCC(=O)OC)cc1	-2.4	8	0.6	12
Cc1cc(=O)[nH]c(SCC(=O)NCCOc2ccccc2)n1	0.2	-16	0.7	11
COc1cc(NC(=O)c2ccc(=O)oc2)c2ncccc2c1	1.5	23	-1.0	48
CN(Cc1ccccc1)C(=O)c1cccc([N+](=O)[O-])c1	2.8	7	0.1	2
CC(=O)N1CCC(N(C(=O)COc2cccnc2)C2CC2)CC1	-1.1	18	0.6	12
COCCCNC(=S)NNC(=O)c1cc(-c2ccncc2)nc2ccccc12	0.4	11	0.2	16
C=CCc1ccc(OCCOc2ccc(Cl)cc2-c2nc3sc4c(c3c(=O)[nH]2)CCCC4)c(OC)c1	0.9	-3	0.1	1
O=C(OCCN=C1NS(=O)(=O)c2ccccc21)c1ccncc1	-0.4	6	-0.2	-7
CCN1CCN(C(=O)Cn2cnc3sc(C)c(S(=O)(=O)N4CCOCC4)c3c2=O)CC1	-0.8	-5	-0.1	4
O=C(Nc1cccc(-c2cn3c(n2)SCC3)c1)c1ccc(Cl)nc1	1.1	-6	0.0	7
CCc1ccc(NC(=O)C2CCN(c3nc(C)cc(C)n3)CC2)cc1	0.3	-5	-0.1	-27
O=c1/c(=C/c2ccc(F)c(Br)c2)sc2nc3ccccc3n12	-0.4	-8	-0.1	-4
CCCC/C=C/c1cnc(N)c(-c2ccc(C=O)cc2)n1	-0.6	4	-0.1	5
CC(C)c1ccc(C#N)c(SCC(=O)Nc2ccccc2C(=O)O)n1	-0.1	0	3.9*	-10

6 entries from above, arranged by heavy-atom count, smallest number first.
SMILES	GPR151 activ	TEAD-YAP block	FBW7 activator	MITF inh
COc1ccc(C(=O)Nc2ccc(I)cn2)cc1	1.3	-106	-0.1	-1
COc1cc(NC(C)CCCN)c2ncccc2c1 (stereo unspecified)	-9.8&-7.7&0.1&-8.2	-2	0.0&-0.1&0.0	2&0&36
CC(=O)N1CCC(N(C(=O)COc2cccnc2)C2CC2)CC1	-1.1	18	0.6	12
c1cc(Nc2ccc(N3CCOCC3)cc2)nc(N2CCOCC2)n1	-0.4	-17	0.0	1
CCN(CC)S(=O)(=O)c1ccc2oc(C(=O)NCc3ccc(F)cc3)c(C)c2c1	0.7	13	0.8	-2
Cc1cc2c(cc1C)N(C(=O)CN1C(=O)c3ccccc3C1=O)C(C)(C)c1ssc(=S)c1-2	-0.3	2	-0.5	26

Carrying on:
SMILES	GPR151 activ	TEAD-YAP block	FBW7 activator	MITF inh
O=C1CC(c2cc(F)ccc2F)c2cc3c(cc2N1)OCCO3 (stereo unspecified)	0.0	28	0.4	4
COCCNC(=S)Nc1ccc(C)c([N+](=O)[O-])c1	-0.3	-1	-0.1	-11
COc1ccc(CNC(=O)C(=O)NCc2ccc(C)cc2)cc1	0.0	-3	-0.1	-8
CCOc1ccc(/C=C2/SC(=O)NC2=O)c(OCC)c1	-0.4	-14	-0.1	-10
COC(=O)c1cc(CNC(=O)c2cnsn2)cc(NC(=O)Cc2ccccc2)c1	0.4	2	0.1	11
O=C(CC1C(=O)NCCN1C/C=C/c1ccccc1)NCCc1c[nH]c2ccccc12 (stereo unspecified)	0.8	4	0.1	11
COc1ccc(C(=O)/C=C(\C)NNC(=O)c2ccccc2)cc1	-2.1	-48	0.1	10
N#C/C(=C(/O)CN1CCC(C(N)=O)CC1)c1nc(-c2ccccc2)cs1	0.7	-8	-0.1	-3
O=C(NC1CC1)C1CCN(c2ccc(Cl)nn2)CC1	-1.5	2	0.2	-12
CCOCCCN=Cc1c(O)[nH]c2ccccc12	0.2	4	0.0	1
CCOCCOC(=O)C1=C(C)NC(=O)NC1c1ccc(O)c(OCC)c1 (stereo unspecified)	-0.6	0	-0.1	26
O=C(Cc1ccccc1)NC1CCN(S(=O)(=O)c2ccc(C(=O)O)cc2)CC1	0.1	0	0.2	12
Cc1ccccc1-n1c(=S)sc2c(=O)n(-c3ccccc3F)c(SCC#N)nc21	-0.1	-10	-0.1	29
O=c1cc(CN2CCC(CO)(CCOc3ccccc3)CC2)[nH]c2ccccc12	0.6	2	0.0	2
CC1(c2ccc(Cl)cc2)NC(=O)N(CN2CCN(C(=O)C3CCCO3)CC2)C1=O (stereo unspecified)	1.4	10	0.7	8
COCCNC(=O)C(CC(C)C)NS(=O)(=O)c1ccc(C)cc1 (stereo unspecified)	0.4	3	-0.1	5
O=c1c(/C=N/n2cnnc2)c(Sc2nc3ccccc3s2)nc2ccccn12	0.3	4	0.1	1
O=C(COc1ccccc1Cl)NCC1CCCO1 (stereo unspecified)	-0.3	-25	-0.2	-2
CN1CCN(c2nc(-c3cccnc3)nc3ccccc23)CC1	4.1	-2	-0.1	8
COc1cc(C(=O)NCCCNc2ccc([N+](=O)[O-])cc2)cc(OC)c1OC	1.6	4	-0.1	14
CN(C)CC(C)(C)CNS(=O)(=O)c1cccc2nsnc12	1.0	-1	0.1	4
